From PubChem
MT stabilizer = microtubule stabilization, imaging screen; HeLa tubulin immunostaining HCS, 24 h; share of cells brighter than vehicle mean+2SD; 0.83% of 200,000 active; % tubulin-high responders, % at 10 µM;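 active = plate Z-score above 3 for both tubulin-high and condensed-nucleus cell shares, with cell loss under 80%, at 10 µM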;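 also: anti alpha tubulin signal scored within the nucleus-defined area of each cell; some results filed as inactive read as strong as hits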
CSM14.1 death rescue = protection against thapsigargin-triggered cell killing – 384-well, CSM14.1, ATP luminescence, primary screen (AID 1222) | CSM14.1 thapsigargin-induced death rescue, ATP luminescence; higher % means a stronger effect | cellular ATP content (survival), % at 20 µM; hits with a dose series show EC50 in µM | 190,000 tested, under 10 active;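 active = EC50 below 50 µM in the dose-response confirmation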;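 also: death triggered by thapsigargin at about 15 µM added after 2 h compound pretreatment; cell ATP read after overnight thapsigargin exposure of roughly 18 to 22 hours; normalized against plate controls of thapsigargin alone and 5% DMSO vehicle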
Dynein cargo inh = blocks dynein driven cargo transport along microtubules; 3617.4 mouse cells, GR-EGFP nuclear translocation imaging; test concentration mostly 20 µM; stimulated with dexamethasone, 1 µM; hits give low values; z-score, hits read low; 0.47% of 220,000 active;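 active = plate z-score of nuclear minus cytoplasmic receptor signal below a set negative limit, without overly bright fluorescence or cell loss, cut at about -3.5 in these data, passing the limit was not always enough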;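 also: z-score of nuclear minus cytoplasmic ring GR-EGFP intensity difference per well; some compounds called inactive have numbers as strong as hits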
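Medium: Induction medium lacking tetracycline, stripped serum | Probe or stimulus: 1.0 µM final dexamethasone stimulus | Schedule: 48 h induction, then 1 h compound, then 30 min agonist, 37 °C | Signal: Automated 10x imaging of fixed Hoechst-stained cells | Evaluation: Per-cell GR-EGFP intensity, nucleus versus surrounding cytoplasmic ring, well-averaged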
Lipid droplet = hepatic lipid droplet formation modulation | AML12 mouse hepatocytes, oleate lipid droplets, BODIPY imaging | inhibition, % at 6.5 µM | 0.4% of 240,000 active | AID 1656;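 active = lipid droplet intensity inhibited by at least 50%, with more than 500 cells counted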
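Assay system: AML12 hepatocytes (mouse); Probe or stimulus: oleic acid at 100 µM to induce lipid droplet formation; Dosing: compound at 6.5 µM only; Schedule: compound with oleate, overnight; Detection: fluorescence imaging, 20x objective, two fields per well; Measure: % inhibition of lipid droplet signal.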
b-catenin transl = alters nuclear translocation of beta-catenin in HeLa cells; immunofluorescence imaging; 0.3% of 190,000 active; nuclear translocation activity, % at 5 µM;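 active = nuclear translocation activity above 50% at 5 µM, with a well cell count of 50 or more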;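 also: per-cell ratio of nuclear to cytoplasmic median beta-catenin stain intensity; plate controls were DMSO negative control for no effect and GSK-3 inhibitor IX positive control for full effect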
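Test system: human HeLa cells, endogenous beta-catenin. Times: 24 h compound exposure, 37°C. Measured by: beta-catenin immunofluorescence imaging with DAPI.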
Autophagy mod = autophagy modulation, high-content screen | MEF GFP-LC3 puncta imaging; test concentration mostly 10 µM | calls only at 10 µM (by protocol) | 0.98% of 190,000 active | AID 463193;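 active = percentage of spot-positive cells more than 3 SD above its plate mean, without a fluorescence outlier flag or 80% toxicity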;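 also: spot-positive cell cutoff set from DMSO-treated cells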
WT yeast gro inh = growth inhibition of WT yeast, mitochondrial fusion screen. 2.1% of 190,000 active. mitochondrial fusion phenotypic screen, WT strain. inhibition, % at 10 µM; in the data active = inhibition above about 58%; tested in S. cerevisiae
XIAP antagonists = small molecules displacing peptide from XIAP – biochemical, IAP family, fluorescence polarization (AID 1018); XIAP BIR domain, fluorescence polarization peptide displacement; higher % means a stronger effect; displacement, % at 20 µM, or IC50 in µM where a hit was titrated; 0.007% of 200,000 active; in the data active = displacement above about 50%; also: a part of the inactive calls stands beside numbers as strong as those of hits
Ins promoter up = MIN6 insulin promoter up-regulation. 0.3% of 190,000 active. z-score at 5 µM. AID 1625. MIN6 insulin promoter-GFP reporter, high-content imaging; hits give high values;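 active = z-score above 3 at 5 µM with at least 500 cells counted in the well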
WT yeast gro inh mutant strain = second read-out of WT yeast gro inh, no call of its own (marks repeat the call); inhibition, %; mitochondrial fusion phenotypic screen, mutant strain inhibition
Dynein cargo inh cytoplasmic EGFP = further read-out of Dynein cargo inh, marked with its call; z-score; measured here: cytoplasmic GR-EGFP intensity; hits give high values
Dynein cargo inh nuclear GR-EGFP = further read-out of Dynein cargo inh, marked with its call; z-score; measured here: nuclear GR-EGFP intensity;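 lower value marks the stronger effect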
Dynein cargo inh cell count = also measured in Dynein cargo inh; calls as there; z-score; measured here: cell count per field
Ins promoter up cell count = further read-out of Ins promoter up, marked with its call; cell count; measured here: cytotoxicity, nuclei count;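 total cells summed across four imaged fields per well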
Lipid droplet cells 6.5 µM = second read-out of Lipid droplet, no call of its own (marks repeat the call); cell count; measured here: cell count, cytotoxicity flag;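 cells counted across two imaged fields per well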
b-catenin transl cell count 5 µM = also measured in b-catenin transl; calls as there; cell count; measured here: cell count, cytotoxicity flag
MT stabilizer Hoechst-high % = second read-out of MT stabilizer, no call of its own (marks repeat the call); % Hoechst-high responders; measured here: nuclear condensation Hoechst responders;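 share of cells brighter than vehicle mean plus two SD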
MT stabilizer cytotoxicity % = further read-out of MT stabilizer, marked with its call; toxicity, %; measured here: cytotoxicity by cell density;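 0% = mean cell density of plate MIN control wells and 100% = no cells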
Autophagy mod cell loss 18 h = recorded beside Autophagy mod, whose call it bears; toxicity, %; measured here: cell loss, nuclei count;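 cell loss after 18 h compound exposure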
* marks the source's active call; other numbers are inactive results; i = inactive; x = not tested or not shown; + = active, no number. Outcome played no part in choosing rows; about 4% have a hit in one of these screens.

SMILES,Lipid droplet,Ins promoter up,CSM14.1 death rescue,WT yeast gro inh,XIAP antagonists,b-catenin transl cell count 5 µM,Dynein cargo inh nuclear GR-EGFP,MT stabilizer Hoechst-high %,Dynein cargo inh,Autophagy mod,MT stabilizer,Autophagy mod cell loss 18 h,Dynein cargo inh cell count,Ins promoter up cell count,Dynein cargo inh cytoplasmic EGFP,Lipid droplet cells 6.5 µM,WT yeast gro inh mutant strain,b-catenin transl,MT stabilizer cytotoxicity %
COC(=O)C1=C(C)OC(N)=C(C#N)C1c1cccnc1 (stereo not drawn),-4,-0.27,3.7%,-3,-22%,1188,0.79,1.4,1.2,i,2.2,30,-0.67,970,-0.39,722,-8,-2.6,7.5
CCCc1cc(=O)[nH]c(Nc2ccc(Cl)cc2)n1,3,-0.06,-11%,9,-11%,1182,0.85,0.8,0.85,i,2.9,-20,-0.027,1258,-0.31,678,-3,-2.5,4.5
O=C(Cc1cccc2ccccc12)Nc1ccc(N2CCOCC2)cc1,2,0.48,2.5%,-13,-7.9%,1513,0.33,0.9,1.6,i,2.5,-1,0.29,1423,-0.36,524,-19,-0.5,11
CN(C)S(=O)(=O)c1cc(NC(=O)c2cc(=O)[nH]c3ccccc23)ccc1Cl,-9,-0.52,0.8%,-11,-6.1%,977,0.54,3.0,0.091,i,3.0,6,-0.14,1188,-0.35,698,4,-0.8,2.5
CCc1cccc(CC)c1NC(=S)NCC(c1cccnc1)N1CCOCC1 (stereo not drawn),-23,1.5,-2.8%,0,-3.4%,1027,0.4,3.0,0.23,i,5.3,-9,-0.73,1491,-0.24,636,9,-1.6,8.9
O=C(NCC(c1ccco1)N1CCOCC1)c1cccc([N+](=O)[O-])c1 (stereo not drawn),-11,0.66,x,5,-0.2%,1107,0.36,1.5,1.1,i,2.0,-2,-0.41,1346,-0.31,566,5,-1.4,6.7
CC1CCN(c2nc3c(c(=O)[nH]c(=O)n3C)n2Cc2ccccc2)CC1,x,1.5,2.3%,21,-5.6%,x,-0.42,2.6,-0.88,i,3.7,10,0.53,710,0.19,x,9,x,7.6
O=C(CCSCCC(=O)NCC1CCCO1)NCC1CCCO1 (stereo not drawn),-1,1.2,-2.8%,-4,-8.1%,x,-0.34,2.7,-0.54,i,2.6,-7,0.61,1106,-0.27,699,2,x,6.7
C#CCSc1nc(C)cc(C(=O)OCC)c1C#N,17,0.07,x,x,x,1132,0.8,x,1.6,x,x,x,-1.5,1420,-0.22,761,x,1.0,x
CCOn1c(=O)c(-c2ccc(OC)cc2)[n+]([O-])c2ccccc21,x,-0.72,0.4%,8,-4.3%,885,1,3.5,1.7,i,3.3,10,-1.8,1523,-0.061,x,22,-6.4,8.5
O=C(NCC(=O)N(Cc1cccs1)C(C(=O)NC1CCCCC1)c1ccco1)c1ccco1 (stereo not drawn),-1,-0.12,2.2%,-14,-2.8%,1031,-0.39,2.3,-0.72,i,4.1,-3,0.064,1149,-0.25,720,-4,5.6,5.6
Cc1ccnc(NS(=O)(=O)c2cnc(Cl)c(Br)c2)c1,-29,-0.09,-4.1%,-8,-6.0%,1046,-0.57,4.0,-0.83,i,4.1,3,0.085,1451,-0.24,728,-10,-1.3,5.4
CC(C)CN(C(=O)COC(=O)c1c(Cl)ccc(Cl)c1Cl)C1CCS(=O)(=O)C1 (stereo not drawn),-5,-0.41,x,16,-2.5%,1124,2.1,2.5,1.9,i,2.5,13,-3.2,1397,-0.15,640,13,-2.9,11
COCCCN1C(=O)c2ccc(C(=O)OCC(=O)N(C)c3ccccc3)cc2C1=O,4,-0.32,-0.1%,-14,-2.2%,1163,-0.016,2.9,-0.53,i,5.2,-3,0.01,1298,-0.24,720,22,-0.7,5.4
COc1ccc(NC(=O)CSc2nnnn2C)cc1,-1,-0.29,-1.0%,-14,-4.3%,1059,-0.19,2.8,-0.57,i,3.8,2,0.71,1654,-0.36,761,-3,-4.7,6.2
Cc1ccc(-c2nnc(SCC(=O)CC(=O)Nc3ccccc3)n2-c2ccccc2)cc1,x,x,2.3%,-5,-8.1%,x,-0.22,2.0,0.19,i,2.5,-21,-0.49,x,-0.21,x,-18,x,11
COc1ccc(N(C(=O)c2ccc(F)cc2)C2=CC3CCC(C2)N3C)cc1 (stereo not drawn),6,-0.88,0.3%,7,-1.3%,1245,-0.28,1.2,-0.55,i,0.8,-6,0.69,989,-0.31,740,22,-5.1,0.6
O=C(OCCN1C(=O)c2cccc3c(N4CCOCC4)ccc(c23)C1=O)c1cc(Cl)cc(Cl)c1,2,0.02,5.2%,23,-1.5%,x,2.5,34*,-1.9,+,30*,29*,-2.3,1304,11,659,7,x,57*
Cc1nc2cc(NS(=O)(=O)c3ccccc3F)ccc2s1,1,0.21,x,x,x,1303,-0.48,x,-0.78,x,x,x,1.3,1000,-0.23,712,x,0.6,x
O=C(NNc1cc(Br)c(O)c(Br)c1)c1ccccc1,14,1.1,-1.1%,2,-7.8%,1062,-0.45,1.8,-1.1,i,3.9,12,0.58,1115,-0.19,664,-1,-1.2,6.9
COc1ccc(NS(=O)(=O)c2ccc(NC(=S)NC(=O)CC(C)C)cc2)cc1,-13,-0.23,5.8%,8,-3.3%,1090,0.03,1.6,-0.6,i,2.6,-6,0.67,1242,-0.18,791,-1,0.2,5.1
Cc1ccc(/C=C/C(=O)Nc2nnc(C)s2)o1,-17,-0.2,1.7%,-14,2.1%,649,-0.61,2.8,-0.3,i,3.3,-1,0.57,1323,-0.25,688,-14,-4.0,3.4
N#C/C=C(/N)N1CCN(c2ccc(Cl)c(Cl)c2)CC1,7,1.5,-2.8%,27,-2.8%,963,-0.68,1.6,-0.56,i,1.8,7,0.93,1911,-0.2,543,33,0.6,6.6
Cn1c(=O)c2c(ncn2Cc2cc(-c3ccccc3)no2)n(C)c1=O,11,x,-2.1%,-14,-3.4%,x,0.79,2.8,0.33,i,2.7,0,-0.69,x,-0.23,744,6,x,7.1
Cn1[nH]c(=O)c2ccccc2c1=O,-5,1.3,x,13,-8.9%,1130,-0.29,2.6,-1.8,i,3.9,0,1,1057,-0.27,631,-1,0.1,0.8
Cc1cc(C)nc(NC(=O)c2cc([N+](=O)[O-])cc([N+](=O)[O-])c2)n1,4,-0.54,-2.1%,3,1.4%,607,-0.25,2.1,-0.48,i,7.3,-4,0.85,1313,-0.3,707,-9,-1.0,7.6
COCCCNC(=O)/C=C/c1ccc(OCc2c(F)cccc2Cl)cc1,4,0.25,1.4%,9,-5.2%,1038,0.031,1.2,-0.19,i,2.5,10,0.51,1546,-0.3,673,-7,-4.2,3.4
CSc1nc2nc3c(c(=O)n2[nH]1)CCC3,19,-1.1,-1.2%,6,-2.8%,x,0.23,1.1,0.46,i,2.0,-9,0.15,766,-0.24,837,14,x,7.1
COCCNC(=O)Cn1c(=O)n(C)c2ccccc21,22,x,-1.1%,7,-4.2%,x,-0.024,1.2,-0.69,i,1.3,-10,0.2,x,0.071,826,5,x,4.9

Shown with values under each structure: 3 of the compounds above.
Below each compound: Lipid droplet, Ins promoter up, CSM14.1 death rescue, WT yeast gro inh, XIAP antagonists, b-catenin transl cell count 5 µM, Dynein cargo inh nuclear GR-EGFP, MT stabilizer Hoechst-high %, Dynein cargo inh, Autophagy mod, MT stabilizer, Autophagy mod cell loss 18 h, Dynein cargo inh cell count, Ins promoter up cell count, Dynein cargo inh cytoplasmic EGFP, Lipid droplet cells 6.5 µM, WT yeast gro inh mutant strain, b-catenin transl, MT stabilizer cytotoxicity %
- C#CCSc1nc(C)cc(C(=O)OCC)c1C#N
    17, 0.07, x, x, x, 1132, 0.8, x, 1.6, x, x, x, -1.5, 1420, -0.22, 761, x, 1.0, x
- CCOn1c(=O)c(-c2ccc(OC)cc2)[n+]([O-])c2ccccc21
    x, -0.72, 0.4%, 8, -4.3%, 885, 1, 3.5, 1.7, i, 3.3, 10, -1.8, 1523, -0.061, x, 22, -6.4, 8.5
- O=C(NCC(=O)N(Cc1cccs1)C(C(=O)NC1CCCCC1)c1ccco1)c1ccco1 (stereo not drawn)
    -1, -0.12, 2.2%, -14, -2.8%, 1031, -0.39, 2.3, -0.72, i, 4.1, -3, 0.064, 1149, -0.25, 720, -4, 5.6, 5.6
